G9a inh = G9a (human) methyltransferase inhibition. Potency, µM (doses to about 102 µM), for the others: top-dose activity, negative = inhibition, most hits filed as inhibitors. G9a H3K9 monomethylation, AlphaScreen, 2 h. 350,000 compounds, 8.8% hits. Q96KQ7. AID 504332; also: potency is read from the fitted curve at half-maximal effect; % is scaled to controls: 0 for no effect and ±100 for the full control effect; nearly all actives have a fitted effect of over 75% in size
Target sequence (Q96KQ7 913-1193 limits assumed): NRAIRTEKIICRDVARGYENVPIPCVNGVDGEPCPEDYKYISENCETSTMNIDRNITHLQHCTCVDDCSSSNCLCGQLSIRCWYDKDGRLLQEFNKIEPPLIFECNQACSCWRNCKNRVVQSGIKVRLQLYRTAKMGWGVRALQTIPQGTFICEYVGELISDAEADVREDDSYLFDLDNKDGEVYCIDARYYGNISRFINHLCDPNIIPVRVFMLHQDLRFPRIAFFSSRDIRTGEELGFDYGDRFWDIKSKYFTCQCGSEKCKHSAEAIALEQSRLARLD
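Readings reflect AlphaScreen signal from monomethyl-H3K9 antibody detection. HMT at 20 nM; substrate b-H3K9 500 nM; cofactor SAM 20 uM; 2 h RT reaction; compounds tested as titrations in qHTS with 15 min preincubation.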
GLS inh = glutaminase GLS (human) inhibition. 410,000 compounds, 0.21% hits. O94925. GLS enzymatic activity, qHTS titration. AID 624170. Potency, µM (titrated, usually from 45.5 µM), for inactives: top-dose activity change, negative = inhibition, most hits filed as inhibitors; also: potency is read from the fitted curve at half-maximal effect; % is scaled to controls: 0 for no effect and ±100 for the full control effect
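Human kidney-isoform GLS in 45 mM KH2PO4 pH 8.2, 0.02% Tween-20, with compound, started with 1mM L-Glutamine (added stock). Glutamate oxidase/HRP/Amplex red coupled fluorescence read at start and after 30 min at RT.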
HP1b chromo inh = inhibitors of HP1-beta chromodomain binding to methylated histone tails; 390,000 compounds, 0.56% hits; P83916; AlphaScreen HP1-beta / biotin-H3K9me3 peptide binding; Potency, µM (series often up to 114 µM), without a hit: top-dose activity change, negative = inhibition, usual class: inhibitors; also: potency is read from the fitted curve at half-maximal effect; nearly all actives have a fitted effect of over 70% in size; inactives centre near 23
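Compound inhibition of the preformed complex between 50 nM HP1-beta and 50 nM biotinylated H3K9me3 peptide was read by AlphaScreen. Buffer was PBS pH 7.4 with 0.01% Tween-20. Incubations ran 30 min at room temperature, with 10 ug/mL donor/acceptor beads.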
BAZ2B block = inhibitors of human BAZ2B bromodomain; AlphaScreen BAZ2B-H3K14Ac peptide displacement; Potency, µM (titrated, usually from 114 µM), for inactives: at the top dose activity change, negative = inhibition, hits mostly inhibitors; 360,000 compounds, 4.4% hits; also: potency is read from the fitted curve at half-maximal effect; % is scaled to controls: 0 for no effect and ±100 for the full control effect; nearly all actives have a fitted effect of over 60% in size
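BAZ2B 50 nM plus b-H3(5-23)K14Ac 50 nM, PBS pH 7.4/0.01% Tween-20, 30 min RT; compound added (max 110 uM), 30 min RT; streptavidin donor/Ni-chelate acceptor beads 10 ug/mL final, 20 min dark; AlphaScreen read.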
PI4K2A inh = inhibitors of human PI4K2A. purified PI4K2A, ADP-Glo luminescence, 1 h; stronger effect = lower value. AID 1346378. Q9BTU6. 420,000 compounds, 0.13% hits. activity change, negative = inhibition, % at 76.9 µM; in the data active = activity change below about -50%; inconclusive = mostly about -30% to -49%;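 also: -100% = wells without enzyme as full effect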
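ADP-Glo luminescence measured ADP generated by PI4K2A enzyme (4 ug/mL before mixing) with 1.2 mM PI substrate (pre-mix) and 300 microM ATP (pre-mix). Tris pH7.5 buffer with MgCl2, Triton X-100; 1 h reaction at ambient temperature.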
Tb PGK inh = T. brucei PGK inhibition. P07378. PGK/GAPDH coupled, Kinase-Glo luminescence, 60 min. Potency, µM (series often up to 57.5 µM), inactives show at the top dose activity change, negative = inhibition, usual class: inhibitors. 380,000 compounds, 0.043% hits. AID 602233; also: potency is read from the fitted curve at half-maximal effect; % is scaled to controls: 0 for no effect and ±100 for the full control effect; nearly all actives have a fitted effect of over 60% in size
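Luminescent ATP detection (Kinase-Glo Plus) follows a 60-minute room-temperature incubation, with wells lacking PGK as controls. Buffer: 100 mM TEA (pH 7.6), 5 mM MgCl2, 0.01% Tween-20. Coupling enzyme GAPDH (100 nM final) supplies unstable 1,3-BPG in-well.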
Pol eta inh = blocks human DNA polymerase eta activity. Q9Y253. recombinant Pol eta, fluorescent DNA replication assay. Potency, µM (top dose mostly 114 µM), for inactives: at the highest dose activity change, negative = inhibition, most hits filed as inhibitors. 390,000 compounds, 1.2% hits. AID 588591; also: potency is read from the fitted curve at half-maximal effect; % is scaled to controls: 0 for no effect and ±100 for the full control effect
Target sequence (Q9Y253 whole entry, looked up): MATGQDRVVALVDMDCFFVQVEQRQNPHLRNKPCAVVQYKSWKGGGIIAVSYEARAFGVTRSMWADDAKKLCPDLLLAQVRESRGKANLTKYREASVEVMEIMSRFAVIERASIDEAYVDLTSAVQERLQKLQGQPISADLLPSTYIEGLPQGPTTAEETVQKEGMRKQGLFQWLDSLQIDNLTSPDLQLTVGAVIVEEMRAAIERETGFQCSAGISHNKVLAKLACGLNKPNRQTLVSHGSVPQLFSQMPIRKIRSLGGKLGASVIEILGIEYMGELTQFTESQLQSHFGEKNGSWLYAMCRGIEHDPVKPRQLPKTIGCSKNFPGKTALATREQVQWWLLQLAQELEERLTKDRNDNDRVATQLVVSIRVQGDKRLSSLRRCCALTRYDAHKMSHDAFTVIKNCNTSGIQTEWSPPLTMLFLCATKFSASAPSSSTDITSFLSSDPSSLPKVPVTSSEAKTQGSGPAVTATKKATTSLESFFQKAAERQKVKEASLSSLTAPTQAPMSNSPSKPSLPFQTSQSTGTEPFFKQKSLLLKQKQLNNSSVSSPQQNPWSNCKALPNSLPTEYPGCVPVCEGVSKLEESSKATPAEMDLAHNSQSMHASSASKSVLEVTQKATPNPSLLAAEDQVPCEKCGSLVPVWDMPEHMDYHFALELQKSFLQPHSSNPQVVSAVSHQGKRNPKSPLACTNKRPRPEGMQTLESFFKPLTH
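Pol eta at 10 nM preincubated with compounds 15 min at room temperature; reaction started with fluorescent substrate (50 nM final) and read kinetically at 0 and 10 min.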
JMJD2A Tudor inh = inhibitors of human JMJD2A Tudor domain; O75164; AlphaScreen JMJD2A-Tudor / H3K4me3 peptide binding; Potency, µM (doses to about 114 µM), without a hit: at the top dose activity change, negative = inhibition, actives largely listed as inhibitors; 390,000 compounds, 4.4% hits; AID 504339; also: potency is read from the fitted curve at half-maximal effect; % is scaled to controls: 0 for no effect and ±100 for the full control effect; nearly all actives have a fitted effect of over 50% in size
Pin1 inh = inhibitors of human Pin1; Q13526; 390,000 compounds, 0.009% hits; Potency, µM (top dose mostly 115 µM), for the others: at the top dose activity, negative = inhibition, hits mostly inhibitors; Pin1 FP peptide displacement, HiFluor488, 10 min; active = well fitted inhibition curve with a large enough effect in the polarisation, with a control signal flat, not every such curve was filed as active; inconclusive = small, poorly fitted or top-dose-only effect, or effect the other way, or a change in a side signal; inactive = no such curve, though single readings can be large or run the other way; the % refers to the polarisation; also: potency is read from the fitted curve at half-maximal effect; % is scaled to controls: 0 for no effect and ±100 for the full control effect
* marks the source's active call; other numbers are inactive results; i = inactive; ? = inconclusive; / = no result given; & = joins results of further samples; [ ] = another dose, or the depositor's remark. Unless noted, calls follow the shape of the dose curve; as a rule, active = well fitted curve in the direction sought with a large enough effect; inconclusive = small, poorly fitted or top-dose-only effect, or another doubt; inactive = no such curve, though single readings can be large; an effect the other way counts as inactive or inconclusive.

G9a inh	GLS inh	HP1b chromo inh	BAZ2B block	PI4K2A inh	Tb PGK inh	Pol eta inh	JMJD2A Tudor inh	Pin1 inh	smiles
-33%	0%	67%[activator]	-37%	-1	i	-13%	-16%	6%	CC1CCN(C(=O)COC(=O)c2ccccc2NC(=O)c2ccco2)CC1
-30%[59 µM]	3%	10%	1%	-3	i	-7%	-12%	0%	O=C(COc1ccc(Br)cc1Br)Nc1ccc(S(=O)(=O)Nc2ncccn2)cc1
-41%[59 µM]	2%	18%	-27%	0	2%	-8%	-12%	-7%	O=C(COC(=O)CNC(=O)c1cccc([N+](=O)[O-])c1)Nc1nc2ccccc2s1
45µM*	5%	27%	?	-2	2%	-4%	-34%	-8%	Cc1ccc(/C=N/NC(=O)c2cc(-c3ccncc3)nc3ccccc23)o1
-9%[59 µM]	2%	19%	-4%	-13	0%	0%	-16%	0%	COc1cc(S(=O)(=O)N2CCC(N3CCCCC3)CC2)ccc1-n1cnnn1
1%[59 µM]	-3%	56%[activator]	4%	-1	3%	2%	15%	-3%	CCOc1ccc(Nc2nc3cc(Cl)c(Cl)cc3nc2-n2nc(C)cc2C)cc1
-2%[59 µM]	-13%	-2%	-1%	4	-9%	-10%	-7%	0%	COc1cc(Cl)c(C)cc1NC(=O)Cn1c(C)c2cnn(-c3ccccc3)c(=O)c2c1C
25%	-1%	26%	-1%	-3	-6%	-2%	-17%	2%	O=C(NCC1CCCO1)C1CC(=O)N(C2CCCCCC2)C1 (stereo not given)
-3%	-4%	25%	7%	2	-6%	-9%	5%[57.1 µM]	-2%	CC(C)Oc1ccc(CC2CC(=O)NC2=O)cc1 (stereo not given)
79µM*	2%	30%	39%[activator]	4	8%	-11%	-7%	4%	COc1cccc(NC(=O)C(Sc2nc3ccccc3c(=O)n2CC(C)C)c2ccccc2)c1 (stereo not given)
/	-5%	20%	-1%	-7	-2%	-17%	2%	4%	NS(=O)(=O)c1ccc2ccccc2c1
?	-1%	-7%	?	3	2%	-2%	?	?	Cc1cc(C)n(-c2cc(N3CCN(C(=O)c4cccc(Br)c4)CC3)ccc2[N+](=O)[O-])n1
/	14%	/	/	-8	4%	-12%	/	/	O=C1NC(Cc2ccc(O)cc2)c2nc3cc(F)ccc3c(=O)n2-c2cc3ccccc3cc21 (stereo not given)
-33%	-15%	32%	1%	6	i	-12%	4%	1%	O=C(CCl)Nc1cccc(CP(=O)(c2ccccc2)c2ccccc2)c1
-16%[2.33 µM]	-5%	32%	8%	-4	-2%	-15%	-16%	-5%	CNc1snc(C)c1C(=O)OC(C)C(=O)Nc1cccc(OC)c1 (stereo not given)
35µM*	12%	-4%	-14%	0	7%	-1%	-9%	1%	COCCNC(=O)CSc1ccccc1C(=O)NC1CCSc2ccccc21 (stereo not given)
-32%[59 µM]	3%	19%	-3%	3	7%	2%	-15%	0%	O=S1(=O)NC(=NCC(c2ccco2)N2CCCCC2)c2ccccc21 (stereo not given)
7%[12.7 µM]	6%	12%	-33%	-2	i	1%	-14%	0%	Cc1c(C(=O)N2CCC(C)CC2)c(S(=O)(=O)N(Cc2ccccc2)C(C)(C)C)c(C)n1C
/	-3%	-5%	-6%	-5	-5%	-2%	-18%	-7%	CCOC(=O)[C@H]1[C@H]2COc3cc(OC)ccc3[C@@H]2N2C(=O)N(c3ccc(Cl)cc3)C(=O)[C@@]12C
-2%[12.7 µM]	-3%	15%	-36%	4	-6%	-12%	-23%	17%	COc1ccc2oc(C(=O)OCC(=O)N(Cc3ccccc3)C(C)(C)C)c(C)c2c1
-20%	-1%	50%[activator]	/	-3	-5%	-6%	5%	2%	CC(=O)CSc1ncnc2sc3c(c12)CCC3
3%	7%	59%[activator]	-10%	2	6%	-14%	0%	-2%	Cc1ccc(CNC(=O)c2cc(-c3cc(C)cc(C)c3O)n[nH]2)cc1
225%[activator][59 µM]	1%	219%[activator]	298%[activator]	0	9%	-15%	198%[activator]	-2%	CCCOc1ccc(Cn2c(=O)sc3ccccc32)cc1
10%[59 µM]	-9%	13%	-10%	-3	i	-7%	-8%	-12%	CCC1CCCCN1S(=O)(=O)c1ccc(N2CCCCS2(=O)=O)cc1 (stereo not given)
/	-16%	70%[activator]	-1%	-1	3%	2%	-17%	-10%	O=C(/C=C/c1ccccc1)c1c[nH]c2ccccc12

One compound at a time (already shown).
Entry for Cc1c(C(=O)N2CCC(C)CC2)c(S(=O)(=O)N(Cc2ccccc2)C(C)(C)C)c(C)n1C → G9a inh = 7%[12.7 µM]; GLS inh = 6%; HP1b chromo inh = 12%; BAZ2B block = -33%; PI4K2A inh = -2; Tb PGK inh = i; Pol eta inh = 1%; JMJD2A Tudor inh = -14%; Pin1 inh = 0%
Entry for CCC1CCCCN1S(=O)(=O)c1ccc(N2CCCCS2(=O)=O)cc1 (stereo not given) → G9a inh = 10%[59 µM]; GLS inh = -9%; HP1b chromo inh = 13%; BAZ2B block = -10%; PI4K2A inh = -3; Tb PGK inh = i; Pol eta inh = -7%; JMJD2A Tudor inh = -8%; Pin1 inh = -12%

(more compounds)
G9a inh	GLS inh	HP1b chromo inh	BAZ2B block	PI4K2A inh	Tb PGK inh	Pol eta inh	JMJD2A Tudor inh	Pin1 inh	smiles
-23%[59 µM]	4%	30%	/	1	-5%	1%	-18%	4%	COc1ccc(OC)c(Nc2cc(C(=O)NCc3ccccc3)c3ccccc3n2)c1
/	11%	-11%	?	2	-1%	-7%	?	4%	COc1cccc(NC(=O)c2nn(C)c(C(=O)Nc3cccc(OC)c3)c2[N+](=O)[O-])c1
1%[59 µM]	2%	24%	-4%	-2	-4%	-16%	-19%	5%	COc1ccc(C(CNC(=O)c2cc(S(=O)(=O)N3CCCC3)ccc2Cl)N2CCCC2)cc1 (stereo not given)
-1%[59 µM]	-5%	37%	4%	0	-1%	-5%	-8%	2%	COCCCn1c(-c2ccco2)nc2ccccc2c1=O
20%	0%	14%	-7%	-1	-1%	-13%	-6%	35%[activator]	CCOc1cc(/C=N/NC(=O)c2nn(C)cc2Br)ccc1OCc1ccccc1Cl
9%	-6%	0%	-1%	0	-7%	-6%	-10%	-2%	CCOc1ccc(C(=O)Cn2cnc3ccccc3c2=O)cc1
45µM*	1%	35%	-3%	-2	i	-5%	-8%	-6%	Cc1cc(NS(=O)(=O)c2ccc(NC(=O)CSc3nc4ncc(Cl)cc4[nH]3)cc2)nc(C)n1
10%[59 µM]	1%	31%	5%	-7	3%	-12%	-1%	-3%	COc1ccc(Cl)cc1C(=O)Nc1ccc(NC(=O)c2ccco2)cc1
/	4%	22%	/	2	4%	-5%	-12%	-12%	O=C(C[C@@H]1C/C=C/CC[C@@H](Cc2ccc(F)cc2)C(=O)OCCNC1=O)N[C@H](CO)Cc1ccccc1
44%[activator]	-7%	35%	1%	-4	0%	-18%	-14%	2%	CCn1c(C)nc2cc(C(=O)N3N=C(CCOC)CC3(O)C(F)(F)F)ccc21 (stereo not given)
/	-14%	14%	?	3	-2%	-17%	-23%	0%	CC(C)(C)c1ccc(NC(=S)NCCc2ccccn2)cc1
-50%	-5%	15%	-21%	1	i	-22%	-14%	-8%	Cc1cccc(NC(=O)c2ccc(-n3cncn3)c([N+](=O)[O-])c2)c1
16%[12.7 µM]	46%[activator]	?	-4%	27	4%	-1%	?	-1%	Cc1ccc(C(c2sc3nc(C)nn3c2O)N2CCN(c3ccccc3)CC2)cc1 (stereo not given)
35%[activator][59 µM]	4%&-3%	21%&43%	0%	-1&3&0	8%&2%	2%[57.1 µM]	-11%&-4%	-1%&2%	N=C(N)c1ccccc1
-26%[59 µM]	8%	-26%	?	-2	-2%	-13%	?	-1%	COc1cccc(C(Nc2ccccn2)c2c(NC(=O)c3ccco3)sc(C)c2C)c1 (stereo not given)
?	12%	-15%	-2%	3	i	-2%	-24%	-8%	Cc1cccc(NC(=S)Nc2ccc3cn[nH]c3c2)c1
-19%[12.7 µM]	3%	?	-8%	-1	-9%	-21%	-28%[57.1 µM]	-2%	Cc1ccc2c3c1C1(C(=O)N3C(C)(C)CC2C)C(C#N)=C(N)Oc2cc(O)ccc21 (stereo not given)
?	1%	31%	2%	2	1%	0%	-1%	3%	Cc1c(NC(=O)CSc2ncccn2)c(=O)n(-c2ccccc2)n1C
29%	0%	37%	-2%	-3	i	-14%	7%	-5%	O=C(COC(=O)Cc1ccccc1F)Nc1cccc(F)c1
/	-2%	19%	-4%	-19	i	-9%	-13%	1%	CCN(CC)C(=O)COc1ccc2c3c(c(=O)oc2c1C)CCCC3
-40%[59 µM]	3%	15%	-14%	-7	6%	-8%	-8%	-4%	COc1ccc(C)cc1NC(=O)c1nnn(-c2c(C)cccc2C)c1C
-32%	2%	37%[activator]	-1%	0	-10%	-19%	5%[11.4 µM]	-2%	COc1ccc([N+](=O)[O-])cc1NC(=O)CSc1ncccn1
/	1%	28%	/	2	10%	-8%	-8%	-3%	COCCCNC(=O)C[C@H]1C[C@H](C(=O)N(C(C)C)C(C)C)[C@@]2(C)c3[nH]c4cc(CCC(=O)N(C)C)ccc4c3CCN2C1=O
?	16%	-17%	-26%	1	7%	-6%	-20%	-1%	COc1ccc(C(=O)N2CCc3cc(OC)c(OC)cc3C2c2ccc(OC)c(OC)c2)cc1 (stereo not given)
13%	-12%	21%	-2%[57.1 µM]	6	i	-13%	-13%	1%	Cc1ccc(OCCn2c(CCNC(=O)C(C)C)nc3ccccc32)cc1
?	-1%	27%	-10%	-6	i	-18%	-22%	1%	O=C(NCCc1nc2ccccc2[nH]1)/C(=C/c1ccco1)NC(=O)c1ccccc1Br

Screens as filed in PubChem BioAssay.

Some of the compounds tested. The share of hits here may be higher or lower than overall.
